PvdQ inh = P. aeruginosa PvdQ acylase inhibitors, primary screen, biochemical, fluorescence, plate reader and imaging, single point; purified PvdQ acylase; PvdQ acylase [Pseudomonas aeruginosa LESB58]; inhibition, % at 10 µM; 340,000 compounds, 0.063% hits; AID 488965, 2010; in the data active = inhibition above about 30%, passing the limit was not always enough;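 also: 0% = vehicle neutral wells and 100% = reference inhibitor wells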
RTF Ca sens inh = cardiac RTF calcium sensitivity inhibitors, primary screen, biochemical, IANBD-TnC fluorescence, EC70 calcium | inhibition, % at 7.15 µM | IANBD-labeled cardiac RTF, Ca2+ fluorescence | 340,000 compounds, 0.12% hits | Troponin I, cardiac muscle (Homo sapiens) + Troponin T, cardiac muscle (Homo sapiens) + … | AID 493244, 2011;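 active = inhibition above the mean inhibition of all tested compounds plus 3 SD, cut at about 17% in these data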;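 also: assay run at fixed EC70 calcium of 1.6 mM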
NSD2 inh = NSD2 histone methyltransferase inhibitors, primary screen, biochemical, AlphaScreen, single concentration, set 2; Histone-lysine N-methyltransferase NSD2 (Homo sapiens), O96028; NSD2 peptide methylation, 120 min; inhibition, % at 12.5 µM; AID 743445, 2014; 310,000 compounds, 0.54% hits; in the data active = inhibition above about 50%
SUMO Mot1 rescue = yeast Mot1-301 growth rescue at high temperature, primary screen, SUMOylation pathway inhibitor project, S. cerevisiae, ATP luminescence, 38.5C; S. cerevisiae Mot1-301 growth rescue; percent above DMSO median, 100 means doubled; growth rescue, % at 18.8 µM; 320,000 compounds, 1% hits;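 active = every valid replicate shows activation above 250% relative to neutral control wells; inactive = the rest, any valid replicate at or below 250%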;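 also: OY570 slx delta 5 strain wells were the positive control but not used for scaling; some compounds called inactive have numbers as strong as hits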
Rtt109 HAT inh = inhibitors of C. albicans Rtt109/Vps75 HAT, primary screen, biochemical, ThioGlo CoA-SH fluorescence, plate reader; purified Rtt109/Vps75, 4 h; AID 540336, 2011; inhibition, % at 34.9 µM; Histone acetyltransferase RTT109 (Candida albicans (strain SC5314 / ATCC MYA-2876)), …; 330,000 compounds, 0.16% hits;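 active = inhibition of at least 50% in every replicate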
Target sequence (Q5AAJ8 whole entry, looked up): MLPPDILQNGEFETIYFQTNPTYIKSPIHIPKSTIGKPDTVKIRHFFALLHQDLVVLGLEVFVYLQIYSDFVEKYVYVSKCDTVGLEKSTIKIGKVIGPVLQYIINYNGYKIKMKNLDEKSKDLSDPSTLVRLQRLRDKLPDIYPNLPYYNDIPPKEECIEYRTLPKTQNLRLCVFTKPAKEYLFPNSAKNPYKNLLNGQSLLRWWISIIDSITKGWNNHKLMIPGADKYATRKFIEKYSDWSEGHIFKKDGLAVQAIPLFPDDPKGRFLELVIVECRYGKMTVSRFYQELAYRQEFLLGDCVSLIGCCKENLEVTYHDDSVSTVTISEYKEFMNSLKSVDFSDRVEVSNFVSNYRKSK
cardiac RTF act = cardiac RTF calcium sensitivity activators, primary screen, biochemical, IANBD-TnC fluorescence, EC20 calcium; 340,000 compounds, 0.24% hits; AID 493008, 2010; Troponin I, cardiac muscle (Homo sapiens) + Troponin T, cardiac muscle (Homo sapiens) + …; IANBD-labeled TnC RTF fluorescence at EC20 calcium; 0% EC20 calcium, 100% full calcium; activation, % at 7.2 µM;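 active = activation above the mean over all tested compounds plus 3 SD, cut at about 30% in these data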;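 also: rise in fluorescence read as greater calcium sensitivity of cardiac thin filaments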
C-LANA FP = inhibitors of KSHV C-LANA binding to DNA, primary screen, biochemical, fluorescence polarization, FAM-LBS DNA, MBP-C-LANA, single point; 340,000 compounds, 0.078% hits; Kaposi's sarcoma herpesvirus LANA C-terminal domain (residues 932-1162) DNA binding; inhibition, % at 9 µM; AID 504423, 2011;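 active = highest replicate inhibition at or above 60% at 9 µM, even if other replicates fall short; inactive = all replicates below 60% inhibition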;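 also: 0% = neutral control wells and 100% = 4 µM acridine orange control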
Keap1 Nrf2 FP = Keap1-Nrf2 protein-protein interaction inhibitors, primary screen, biochemical, fluorescence polarization, single point | Kelch-like ECH-associated protein 1 (Homo sapiens), Q14145 | Keap1 Kelch-Nrf2 peptide fluorescence polarization, 1536-well | inhibition, % at 9.4 µM | 340,000 compounds, 0.15% hits | AID 504523, 2011; in the data active = inhibition above about 12%;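 also: human Keap1 Kelch domain with fluorescein labeled Nrf2 9mer peptide probe; 0% = neutral control wells and 100% = peptide positive control; higher means more block of Keap1 binding to Nrf2 peptide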
dFosB act = activators of delta FosB homodimer, primary screen, biochemical, fluorescence polarization, TAMRA-CDK5 oligo, single point; purified delta FosB; percent of positive-control signal above neutral wells; 340,000 compounds, 0.99% hits; activation, % at 25 µM; Protein FosB (Mus musculus), P13346; AID 493131, 2011;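 active = mean activation above about 17%, with every replicate also reaching it, limit read from the data, passing the limit was not always enough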;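 also: fluorescence polarization rise as delta FosB binds a TAMRA Cdk5 AP-1 oligo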
PfHsp90 yeast 2 = growth inhibition of PfHsp90-expressing yeast, primary screen, antimalarial PfHsp90 inhibitor project, S. cerevisiae, BacTiter-Glo luminescence, single point, set 2. BacTiter-Glo ATP, 48 h; yeast lacking PDR1 and PDR3 efflux regulators. inhibition, % at 9.4 µM. 310,000 compounds, 0.32% hits;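 active = every replicate shows inhibition above about 80%, whatever the replicate mean, limit read from the data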;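 also: 0% = DMSO neutral controls and 100% = 20 µM radicicol positive controls; yeast relying on Plasmodium falciparum Hsp90 in place of its own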
CDK5 inh = inhibitors of human CDK5/p35 kinase, primary screen, biochemical, single concentration; Recombinant CDK5/p35, ADP-Glo luminescence, 60 min; inhibition, % at 10 µM; 330,000 compounds, 0.01% hits;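 active = highest replicate inhibition of at least 50% and at least 75% of replicates reaching 50%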;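 also: plate controls were DMSO neutral control for no effect and GW8510 at 10 µM for full effect; many of its hits are not listed in these tables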
Target sequence (Q00535 whole entry, looked up): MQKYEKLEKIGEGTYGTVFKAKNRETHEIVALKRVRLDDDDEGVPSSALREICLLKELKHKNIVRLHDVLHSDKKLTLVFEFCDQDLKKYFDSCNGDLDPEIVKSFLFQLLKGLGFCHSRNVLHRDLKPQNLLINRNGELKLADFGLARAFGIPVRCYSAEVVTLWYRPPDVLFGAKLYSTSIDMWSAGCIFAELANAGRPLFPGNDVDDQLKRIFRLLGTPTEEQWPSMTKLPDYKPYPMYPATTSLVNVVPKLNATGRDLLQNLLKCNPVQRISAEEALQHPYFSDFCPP
Target sequence (Q15078 whole entry, looked up): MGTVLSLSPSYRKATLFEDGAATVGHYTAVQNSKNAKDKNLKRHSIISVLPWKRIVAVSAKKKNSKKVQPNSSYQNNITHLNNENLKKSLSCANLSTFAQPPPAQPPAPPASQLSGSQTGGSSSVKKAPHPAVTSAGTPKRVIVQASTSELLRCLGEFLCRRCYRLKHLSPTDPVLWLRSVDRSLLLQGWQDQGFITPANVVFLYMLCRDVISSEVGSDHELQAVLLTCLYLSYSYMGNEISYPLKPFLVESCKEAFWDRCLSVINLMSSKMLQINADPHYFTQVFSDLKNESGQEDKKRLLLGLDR
* = called active by the depositor; · = not tested or not shown.

structure,PvdQ inh,RTF Ca sens inh,NSD2 inh,SUMO Mot1 rescue,Rtt109 HAT inh,cardiac RTF act,C-LANA FP,Keap1 Nrf2 FP,dFosB act,PfHsp90 yeast 2,CDK5 inh
CC(C)(C)NS(=O)(=O)NC(=O)C1=C(N2CCCC2)COC1=O,0.6,-16.7,·,-25.2,9.8,0.3,-0.6,1.3,2.2,-3.8,-0.3
COCCCN1C(=O)C(=O)/C(=C(/O)c2ccc(OC(C)C)c(C)c2)C1c1ccncc1 (stereo not given),7.8,1.0,-2.9,-2.6,10.8,-6.6,-1.2,-3.6,-2.7,5.3,2.1
O=C(NCc1ccncc1)c1ccccc1Nc1ccc(SC(F)F)cc1,-17.4,-12.8,6.7,15.6,-4.1,3.3,-2.2,-5.5,-9.3,36.5,0.8
COCCNC(=O)C1c2cc(OC)c(OC)cc2C(=O)N(C)C1c1cccnc1 (stereo not given),-5.7,-2.8,-1.0,-10.8,4.8,0.1,-1.7,-0.8,2.5,-8.5,-2.5
O=C(NNC1=NS(=O)(=O)c2ccccc21)c1ccccc1Cl,-0.9,-10.1,-2.9,18.7,-3.5,11.2,-1.5,-4.3,-4.2,15.8,0.9
CC(C)CCNC(=O)c1ccc2c(Cl)c3c(nc2c1)CCC3,-16.9,-7.5,-3.3,-36.7,-3.1,2.8,-1.0,2.5,-19.8,8.0,2.0
COc1ccccc1NS(=O)(=O)c1cccc(NC(=O)C2CC(=O)N(Cc3ccccc3)C2)c1 (stereo not given),7.5,1.4,·,4.8,5.8,-0.8,-0.5,0.4,-3.5,13.8,-1.2
O=C(COC(=O)c1ccccc1NCc1ccco1)Nc1ccc2c(c1)OCO2,-18.1,-1.8,0.1,4.7,-5.0,1.6,0.4,-3.8,8.2,-9.5,-0.5
COc1cccc(/C=C2\Oc3cc(OCC(=O)N4CCC[C@H]4C(=O)O)ccc3C2=O)c1,-5.8,-4.5,·,-8.4,-5.7,12.4,4.4,-6.9,-10.8,-17.7,1.0
Cc1ccc(/C=N/NC(=O)Cc2cccn2C)cc1,-11.7,-5.6,8.7,20.3,-0.7,3.1,7.5,-3.0,-8.1,17.1,-0.2
Clc1cccc(-c2nn3c(Cn4cnc5ccccc54)nnc3s2)c1,-16.1,-3.4,4.2,-10.0,6.0,11.1,2.3,-4.6,-3.9,-18.6,-5.6
CCc1cc(=O)oc2cc(OC(C)C(=O)NCc3ccccn3)ccc12 (stereo not given),8.4,6.5,-1.4,148.6,7.3,-4.7,-0.8,1.0,-5.0,-1.4,-2.1
Cc1cccc(S(=O)(=O)c2c(N)n(/N=C/c3cccnc3)c3nc4ccccc4nc23)c1,4.5,-1.8,1.3,-9.6,3.2,-4.1,0.1,4.7,-7.7,-15.2,-0.3
CN(C)C(=O)c1cc(C(=O)Cc2ccccc2)c[nH]1,-1.5,2.8,-5.2,-4.4,4.6,2.0,1.6,-5.3,-1.3,6.1,1.3
Cc1ccc(C(=O)OCC(=O)NCCN2C(=O)CSC2=O)cc1[N+](=O)[O-],0.8,1.5,31.7,4.1,-5.8,-0.5,-0.8,-1.9,-9.9,40.7,-0.9
Cc1cccc(N2CCN(CC(O)COc3ccc4ccccc4c3)CC2)c1 (stereo not given),2.3,-4.1,-3.0,·,-6.6,-4.5,1.1,-0.3,2.8,3.5,-0.9
CCc1csc(CCNC(=O)C2CCC(=O)N(CCc3cccc(F)c3)C2)n1 (stereo not given),-1.9,-3.9,-2.3,-9.1,-15.8,0.9,1.7,0.9,-5.5,-12.6,-0.1
CCc1cccc(CC)c1NC(=O)CN1CCc2cc(OC)c(OC)cc2C1,-11.7,0.8,·,467.5,-0.5,0.0,-0.8,-0.3,-5.9,-4.2,-1.0
CCOc1c(CNc2nnnn2C)cccc1OC,-4.9,1.0,-3.6,-9.5,0.6,-1.1,-0.5,-3.2,9.1,·,-2.0
CC(/C=C/c1ccco1)=N/NC(=O)c1ccc(C)nc1,14.7,2.3,-1.5,-12.0,7.9,5.2,0.6,-0.9,-1.6,-0.9,1.0
COCCN(CCOC)C(=O)CC(=O)N(CCOC)CCOC,-13.0,-3.5,-3.2,-10.9,2.6,1.1,0.0,-1.7,0.2,·,1.2
COC(=O)c1ccc(S(=O)(=O)N2CCCCCC2)cc1,9.9,11.3,-3.4,-36.2,2.2,6.5,-0.9,-2.9,-0.8,-7.3,2.4
CC(c1ccccc1)C1C(C#N)=C(N)OC2=C1C(=O)CCC2 (stereo not given),3.2,3.2,-1.0,-3.1,0.1,6.5,-0.3,-4.2,-4.4,3.1,2.2
CCn1c(CC(=O)Nc2ccccc2F)nnc1SCC(=O)NC1CCCC1,-1.0,-3.2,3.4,-9.7,0.2,-4.8,1.2,4.9,-2.5,23.0,-0.7
O=C(NCCc1ccccc1)C(=O)c1c(-c2ccccc2)cc2ccccn12,-19.3,-0.5,2.9,152.9,3.1,-1.3,0.8,-2.2,2.9,-38.5,1.9
CCSc1nc2ccccc2c(=O)n1OCC(=O)OC,-13.1,-5.0,-1.1,-3.8,-4.8,5.0,0.0,2.2,-3.1,-8.8,-0.5
CC1(C)C2CC=C(/C=N/NC(=S)NCCc3ccccc3)C1C2 (stereo not given),-9.7,-6.9,1.1,-5.1,-6.6,-0.7,2.0,-5.0,-1.4,14.9,-1.2
Cc1nnc(SCCCOc2ccccc2)nc1C,-12.2,-3.4,·,0.5,7.4,5.3,-1.2,-5.1,-0.9,23.7,0.2
Cc1ccc(C)n1NC(=O)c1ccc([N+](=O)[O-])cc1,3.5,-2.7,-2.0,5.6,-6.4,-2.4,-2.9,0.7,-3.9,0.4,-0.6
COc1ccc(NC(=O)CN(C)C(=O)c2cc(-c3ccco3)nc3ccccc23)cc1,-1.7,10.6,2.9,-9.4,-3.2,-3.4,0.9,-3.2,-7.1,-16.2,-0.3
CCS(=O)(=O)N1Cc2ccccc2CC1C(=O)Nc1ccc(C)cc1 (stereo not given),-9.5,-4.8,-0.4,-17.9,0.9,1.8,1.6,-2.1,3.4,-0.7,2.2
O=C(N/N=C/C=C/c1ccccc1)c1cccnc1,-10.5,0.8,3.5,191.0,-6.0,-2.5,1.7,-2.0,-1.1,5.1,0.8
COc1cc(C2C(C#N)=C(N)Oc3cc(C)oc(=O)c32)cc2c1OCO2 (stereo not given),-16.4,-4.7,21.5,·,-5.9,-6.0,2.1,-3.0,-4.6,-29.0,0.3
CN1CCN(S(=O)(=O)c2cccc(C(=O)Oc3cccc(Br)c3)c2)CC1,-11.1,-7.8,-1.3,40.2,-2.7,26.4,-2.2,-7.0,-0.5,-17.2,-1.3
CCOC(=O)C1=C(C)N(CCCC(=O)O)C(=O)NC1c1ccc2ccccc2c1 (stereo not given),-18.0,-2.6,·,-7.5,-5.5,5.9,2.7,-6.2,-3.9,-2.4,-0.5
CC(=O)c1ccc(NC(=O)c2noc(C(C)C)c2[N+](=O)[O-])cc1,-24.4,187.6*,0.2,38.3,-4.9,-6.1,-0.7,-5.3,-8.7,-12.5,-4.2
O=C(Cc1cccs1)N1CCN(S(=O)(=O)c2ccc(Cl)c(C(F)(F)F)c2)CC1,5.0,3.5,·,0.3,2.7,-0.2,-1.2,-3.8,-11.5,·,-0.1
C=CCn1c(SCC(=O)NCC(c2ccccc2)N(C)C)nc2sc3c(c2c1=O)CCC3 (stereo not given),-7.3,-3.7,2.4,·,5.2,4.0,-1.2,-1.1,-10.8,·,-2.7
COCCNC(=O)COc1ccc(N(C)S(=O)(=O)c2ccc3ccccc3c2)cc1,-6.6,-9.4,-1.9,-69.3,3.2,-5.5,1.2,-3.2,-2.2,-0.2,0.7
CCn1c(CSc2nncn2-c2ccc(OC)cc2)nc2cc(S(=O)(=O)N(C)C)ccc21,-0.2,-1.4,-0.1,-11.2,7.1,-5.1,0.9,1.6,-2.1,10.0,0.4
CCCN(CC(=O)Nc1ccccc1OC)C(=O)c1cc(-c2cccs2)nn1-c1ccccc1,-3.9,4.1,22.6,0.4,4.5,-5.5,-0.6,-4.1,4.0,·,1.1
Cc1ccccc1S(=O)(=O)Cc1ccc(C(=O)NCc2cccnc2)o1,-6.1,5.1,-0.1,-21.6,·,-0.6,-0.5,-3.3,-4.6,·,0.6
CCCOc1cc(C)c(S(=O)(=O)NCCOC)cc1C,-18.2,-1.2,-10.0,68.1,-14.9,-3.3,-0.8,3.6,-5.1,·,-0.2
CCCOc1ccc(NC(=O)C2CC(=O)N3CCCN=C3S2)cc1 (stereo not given),-4.9,-2.2,0.3,47.7,0.5,-0.5,-0.2,-4.7,-4.7,·,-0.3
CCOC(=O)CC[C@H](NC(=O)Cn1cnc2c(NCc3ccccc3)ncnc21)C(=O)OCC,2.2,-2.4,·,·,-1.7,1.6,-1.3,-11.1,-6.4,-8.2,-0.7
O=c1c2oc3ccccc3c2ncn1Cc1ccc(F)cc1,12.5,-4.3,-0.9,·,2.7,-3.3,-1.0,-1.0,-2.2,·,-0.5
CCC(=O)NC(=S)Nc1ccc(NC(=O)COc2ccc(Cl)c(C)c2)cc1,-18.2,1.8,-1.1,-14.3,3.9,5.8,-1.9,-2.7,-12.7,-23.9,-1.3
CC(C)(C)OC(=O)NCCCC[C@H](NC(=O)c1nc[nH]c1C(=O)NC1CCN(C(=O)OC(C)(C)C)CC1)C(=O)OC(C)(C)C,2.1,2.9,·,-16.2,2.7,-15.2,-5.0,-3.0,-10.6,·,1.9
Cc1cc(NC(=O)CCN2CCCCC2)ccc1Br,-16.5,-4.6,36.9,-10.6,-5.9,2.1,-0.5,-3.8,-1.2,15.3,0.3

Screening results as filed in PubChem BioAssay.

This is a random part of the collection. About 3.2% of those tested had a hit in this group.
